Compound activity from PubChem.
Arr AP2 block: inhibitors of human beta-arrestin and AP2 interaction. FITC-arrestin peptide / GST-AP2 beads, flow cytometry; AP2 beta2 appendage carries R879A mutation. inhibition, % at 10 µM. 340,000 compounds, 0.31% hits;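 active = inhibition above a set limit, near 3 SD of compounds lacking own fluorescence, cut at about 54% in these data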;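 note: plate controls were DMSO wells for no effect and 5 µM unlabelled arrestin peptide for full effect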
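Assay system: GST-AP2 R879A bound to glutathione beads, E. coli-expressed; Medium: PBS with 0.05% Tween 20 and 0.1% BSA; Also added: fluorescein-tagged arrestin peptide at 50 nM final; Timing: 12 min plus 1 h, RT; Measured by: flow cytometry, FL1 (488/535 nm); Evaluation: percent drop in bead-associated FITC signal.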
C-LANA FP: KSHV C-LANA DNA binding inhibition; 340,000 compounds, 0.078% hits; MBP-C-LANA/FAM-LBS DNA binding, fluorescence polarization; inhibition, % at 9 µM;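 active = highest replicate inhibition at or above 60% at 9 µM, even if other replicates fall short; inactive = all replicates below 60% inhibition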;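 note: 0% = neutral control wells and 100% = 4 µM acridine orange control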
CAL PDZ FP-1: human CAL PDZ-peptide interaction inhibition; AID 504414; purified CAL PDZ, TMR-peptide fluorescence polarization, 1 h; Q9HD26; 330,000 compounds, 0.02% hits; inhibition, % at 20 µM;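 active = highest replicate inhibition of at least 40%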;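 note: plate controls were DMSO neutral control wells for no effect and unlabeled competitor peptide control wells for full effect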
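Assay system – tagged CAL PDZ protein CerCALP, purified · Timing – 1 h at RT · Compound – single point, 20 µM · Measured by – fluorescence polarization from S- and P-plane intensities, G-factor corrected · Evaluation – inhibition from polarization loss · Probe or stimulus – TMR reporter peptide T*-PRC34 · Buffer or medium – pH 7.4 phosphate-saline buffer, reducing agent, detergent, IgG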
Keap1 Nrf2 FP: Keap1-Nrf2 (human) interaction inhibition; Keap1 Kelch-Nrf2 peptide fluorescence polarization, 1536-well; inhibition, % at 9.4 µM; 340,000 compounds, 0.15% hits; Q14145; in the data active = inhibition above about 12%;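 note: human Keap1 Kelch domain with fluorescein labeled Nrf2 9mer peptide probe; 0% = neutral control wells and 100% = peptide positive control; higher means more block of Keap1 binding to Nrf2 peptide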
DAGLB inh: diacylglycerol lipase beta (human) inhibition | Q8NCG7 | HEK293T DAGLB membrane lysate, EnzChek fluorogenic substrate | inhibition, % at 5.17 µM | 340,000 compounds, 0.059% hits; in the data active = inhibition above about 34%;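 note: 0% = enzyme with vehicle and 100% = wells lacking enzyme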
Target sequence (Q8NCG7 whole entry, looked up): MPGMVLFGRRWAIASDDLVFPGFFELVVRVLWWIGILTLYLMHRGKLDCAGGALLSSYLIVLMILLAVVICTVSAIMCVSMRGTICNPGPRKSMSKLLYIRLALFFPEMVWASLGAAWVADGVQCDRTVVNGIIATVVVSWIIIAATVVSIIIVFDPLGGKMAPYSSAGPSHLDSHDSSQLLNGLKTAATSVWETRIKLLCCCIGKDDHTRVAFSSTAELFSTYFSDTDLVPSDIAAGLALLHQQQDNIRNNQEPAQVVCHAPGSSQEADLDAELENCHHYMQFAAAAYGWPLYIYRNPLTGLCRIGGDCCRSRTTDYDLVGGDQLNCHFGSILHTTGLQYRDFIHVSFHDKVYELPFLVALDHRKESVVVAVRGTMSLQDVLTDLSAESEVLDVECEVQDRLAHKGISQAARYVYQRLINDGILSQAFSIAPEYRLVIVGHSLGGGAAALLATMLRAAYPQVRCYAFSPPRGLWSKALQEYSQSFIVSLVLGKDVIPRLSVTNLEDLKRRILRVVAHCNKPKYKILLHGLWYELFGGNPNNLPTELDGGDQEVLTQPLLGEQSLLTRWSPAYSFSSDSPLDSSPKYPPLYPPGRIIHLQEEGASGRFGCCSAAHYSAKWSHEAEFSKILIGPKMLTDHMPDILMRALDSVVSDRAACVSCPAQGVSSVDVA
NSD2 HMT inh: NSD2 (human) methyltransferase inhibition | O96028 | NSD2 peptide methylation, AlphaScreen, 120 min | inhibition, % at 12.5 µM | 310,000 compounds, 0.54% hits | AID 743445; in the data active = inhibition above about 50%
V-ATPase pH: alters yeast V-ATPase proton transport; S. cerevisiae, pHLuorin cytosolic pH fluorescence; response, % at 10 µM; AID 504577; 350,000 compounds, 0.37% hits; in the data active = response mostly above about 7.3%, no sharp cut-off; inactive = mostly below about 5.4%; note: actives read high; inactives centre near 0; some compounds called inactive have numbers as strong as hits; reference of the scale not given here
CAL PDZ FP-2: inhibitors of human CAL PDZ peptide binding | inhibition, % at 24.9 µM | Q9HD26 | purified CAL PDZ, TMR-peptide fluorescence polarization, 1 h | 300,000 compounds, 0.92% hits | AID 602252;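 active = mean inhibition of at least 30% with at least half of replicates also reaching 30%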;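 note: 0% = DMSO neutral control and 100% = excess unlabeled competitor peptide PRC23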
DSG3 Ab inh: blocks pemphigus antibody binding to human desmoglein-3; P32926; DSG3-coupled beads, scFv-anti-DSG3-GFP binding, flow cytometry; active compounds read low; binding (percent of control), % at 10 µM; 310,000 compounds, 0.48% hits;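 active = binding more than 3 SD below its plate's average and above zero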;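 note: hits lower antibody fragment binding to DSG3; some compounds called inactive have numbers as strong as hits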
Cardiac RTF inh: cardiac RTF calcium desensitization. 340,000 compounds, 0.12% hits. IANBD-labeled cardiac RTF, Ca2+ fluorescence. P19429+P45379. inhibition, % at 7.15 µM;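 active = inhibition above the mean inhibition of all tested compounds plus 3 SD, cut at about 17% in these data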;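 note: assay run at fixed EC70 calcium of 1.6 mM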
* hit, by the source's call; . = no result given.

SMILES | Arr AP2 block | C-LANA FP | CAL PDZ FP-1 | Keap1 Nrf2 FP | DAGLB inh | NSD2 HMT inh | V-ATPase pH | CAL PDZ FP-2 | DSG3 Ab inh | Cardiac RTF inh
COc1ccc(Oc2nc3ccccc3n3cccc23)cc1 | -11 | 1.4 | -1.5 | -3 | -6 | 1 | 1 | -3 | 101 | 0
COc1ccc(-n2c(SCC(=O)Nc3ccccc3)nc3c(c2=O)SCC3)cc1 | 1 | -0.4 | -0.8 | -5 | 1 | . | -5 | 6 | 96 | -3
CCOC(=O)C1=CN(CC)S(=O)(=O)NC1CCc1ccccc1 (configuration not stated) | 19 | 1.2 | 0.4 | 3 | -4 | . | 0 | -4 | 101 | 1
C=CCn1c(CNC(=O)c2cccs2)nnc1SCC(=O)Nc1ccc(C(=O)O)cc1 | -13 | 0.9 | -0.5 | -4 | 0 | 3 | -1 | 1 | 99 | -2
O=C(CSc1ccc2c(c1)OCCO2)NCCc1ccc(Cl)cc1Cl | 21 | -1.2 | -2.1 | 2 | -9 | -1 | -2 | 0 | 85 | 9
CCN(CC)S(=O)(=O)c1cc(C(=O)Nc2cccnc2Cl)ccc1Cl | -3 | -0.1 | -0.2 | 0 | -3 | -2 | 1 | -4 | 99 | -12
CN(C)CCSc1nc(-c2ccccc2)nc2c1CCCC2 | 5 | . | . | . | . | 17 | 7 | . | 110 | .
Cc1cc(NC(=O)/C=C/c2ccccc2Cl)n(-c2nc3ccccc3[nH]2)n1 | 101* | -1.7 | -1.7 | -4 | -2 | 1 | 4 | 2 | 97 | -3
CC[C@]1(C(=O)OC)[C@H]2C(=O)N(C)C(=O)[C@H]2[C@H]2CN=C(SCc3ccc(C(=O)OC)cc3)N21 | 9 | 0.7 | 0.4 | -5 | -1 | . | -1 | -17 | 109 | -6
O=C(c1ccco1)N1CCN(Cc2cccnc2)CC1 | 16 | 0.1 | -0.5 | 1 | 1 | 2 | 2 | 2 | 92 | -5
Cc1nn(-c2cc(N3CCCCCC3)ccc2[N+](=O)[O-])c(=O)c2ccccc12 | 26 | -1.5 | -0.1 | -2 | 0 | 3 | -1 | 6 | 103 | -8
Cc1ccc(C(C)(C)C)c(OCCOCCN2CCCC2)c1 | 2 | 3.4 | 0.4 | -8 | -1 | 2 | 4 | -1 | 93 | -4
O=S(=O)(c1ccccc1)N1CCC(O)(CSc2ccccc2)CC1 | 1 | 5.0 | -0.6 | -2 | -2 | 21 | 0 | -2 | 101 | -5
CCOC(=O)C1CCN(C(=O)CSc2nnc(-c3ccco3)n2-c2ccccc2)CC1 | -1 | 0.5 | -1.7 | -5 | 0 | -1 | 1 | . | . | -2
Cc1nnc(SCC(=O)c2ccc(C(C)C)cc2)s1 | 5 | -0.1 | -2.5 | 3 | -2 | 1 | 0 | -3 | 97 | 8
CN(C)c1cccc(C(=O)NCC(c2ccco2)N(C)C)c1 (configuration not stated) | 22 | 0.7 | -1.5 | 0 | -1 | 3 | -1 | 2 | 102 | -6
O=C(c1ccc2c(=O)n3c(nc2c1)CCCCC3)N1CCc2ccccc21 | 5 | -1.7 | -0.3 | -7 | 0 | 4 | 2 | 0 | 93 | 1
Cc1cccc(S(=O)(=O)Nc2nc3ccccc3nc2NCC2CCCO2)c1 (configuration not stated) | 9 | 3.1 | -2.7 | -1 | 1 | -1 | 11 | -6 | 99 | 1
NS(=O)(=O)c1cccc(NC(=O)COC(=O)CCC(=O)c2cccs2)c1 | 19 | 2.0 | -0.3 | 2 | -5 | 0 | 3 | 1 | . | -4
COc1ccc(S(=O)(=O)N2CCn3c2nc2ccccc23)cc1 | 0 | -1.3 | -1.6 | -3 | 1 | -1 | -2 | -2 | 99 | 2
Cc1ccc2c(c1)N(CC(=O)NCCCN1CCCCC1)C(=O)c1cccnc1O2 | 8 | 0.2 | 0.2 | 2 | -2 | . | -2 | -2 | 113 | 4
COC(=O)C1=C(C)N(C)C(=O)NC1c1c(OC)ccc2ccccc12 (configuration not stated) | -6 | -0.2 | -1.3 | -1 | -2 | -2 | 1 | 5 | . | 7
Cc1cc(C)cc(NC(=O)CSc2n[nH]c(-c3cccnc3)n2)c1 | -4 | 1.2 | -1.0 | 2 | 0 | 0 | 0 | 2 | 118 | 1
C=C(C)c1nc2cc(OC)c(OC)cc2c(=O)o1 | -2 | -0.7 | 0.5 | -4 | 0 | -5 | -1 | -6 | 113 | -16
CSC(=S)N/N=C(\C)c1ccc(Br)cc1 | 12 | 0.6 | -1.4 | -6 | 0 | -22 | 0 | . | 107 | -2
C/C(=N\NC(=O)CNC(=O)c1cccc(F)c1)c1ccc2ccccc2c1 | 25 | 0.4 | 0.1 | -1 | -4 | -1 | -1 | . | . | -1
O=C(Cn1ccc2ccccc2c1=O)NCCC(=O)Nc1cccnc1 | 0 | -0.1 | -1.1 | -3 | -1 | -2 | 3 | . | 102 | -4
O=C(Cc1cccc(NC(=O)C2CCCN(C(=O)C3CCCC3)C2)c1)Nc1ccc(C(=O)N2CCOCC2)cc1 (configuration not stated) | 6 | -4.5 | -1.1 | -1 | -2 | . | 0 | 2 | 96 | 1
CCOc1ccccc1N(C(=O)c1ccco1)C(C(=O)NC1CCCC1)c1cccs1 (configuration not stated) | -8 | -0.6 | -2.9 | -4 | -1 | 1 | -4 | -2 | . | -12
O=C1COc2ccc(C(=O)c3ccccc3C(=O)NCc3ccccc3)cc2N1 | -6 | -1.4 | -3.4 | 3 | 1 | 0 | 1 | -2 | 102 | -7

A different layout for part of the listing above:
Molecule	Arr AP2 block	C-LANA FP	CAL PDZ FP-1	Keap1 Nrf2 FP	DAGLB inh	NSD2 HMT inh	V-ATPase pH	CAL PDZ FP-2	DSG3 Ab inh	Cardiac RTF inh
NS(=O)(=O)c1cccc(NC(=O)COC(=O)CCC(=O)c2cccs2)c1	19	2.0	-0.3	2	-5	0	3	1	.	-4
COc1ccc(S(=O)(=O)N2CCn3c2nc2ccccc23)cc1	0	-1.3	-1.6	-3	1	-1	-2	-2	99	2

Later entries:
SMILES | Arr AP2 block | C-LANA FP | CAL PDZ FP-1 | Keap1 Nrf2 FP | DAGLB inh | NSD2 HMT inh | V-ATPase pH | CAL PDZ FP-2 | DSG3 Ab inh | Cardiac RTF inh
CC(C)(C)N(NC(=O)Nc1ccc(F)cc1)C(=O)c1ccccc1 | -10 | 0.0 | -1.0 | 0 | 0 | -3 | 1 | . | 97 | 5
NC(=O)N/N=C\c1cccs1 | 21 | 1.0 | -0.4 | 1 | . | 8 | -3 | . | 92 | .
CC(C)[C@H](Nc1ncnc2c1oc1ccccc12)C(=O)O | -3 | -0.1 | 0.8 | 1 | -1 | -1 | -1 | 1 | 89 | -15
COc1ccc(CCn2ccc(O)c(Cc3c(F)cccc3Cl)c2=O)cc1OC | -2 | 1.2 | -2.3 | -5 | 1 | -4 | -5 | -3 | 101 | -15
CCCCCN(C(=O)CCC(=O)OCc1ccccc1C)c1c(N)n(CCCC)c(=O)[nH]c1=O | -1 | -13 | -0.5 | -2 | 3 | -3 | 1 | -1 | 99 | 7
Cc1cc(C(=O)NC(C)C)on1 | 7 | -1.0 | -1.9 | 3 | 1 | -1 | 2 | . | 101 | -7
COc1ccc(C2(C)NC(=O)N(CC(=O)Nc3ccc(C)cc3Br)C2=O)cc1OC (configuration not stated) | 13 | -0.4 | -1.9 | 2 | 1 | -2 | -3 | -1 | 107 | -4
CC(C)=CCc1c(O)cc2c(c1O)C(=O)CC(c1ccccc1)O2 (configuration not stated) | -5 | 3.8 | 0.7 | -1 | -8 | . | 0 | 2 | 103 | 3
NC(=O)CSc1nnc(SCc2ccc(F)cc2)s1 | 40 | -0.6 | -0.1 | -4 | -1 | 1 | 0 | -3 | 101 | -4
C=CCn1c(=O)c(C(=O)Nc2ccccc2C(=O)OCC)c(O)c2ccccc21 | 16 | -0.2 | -1.3 | -5 | -6 | 2 | 3 | -4 | 89 | 1
Cc1cc2oc(=O)cc(CN(C)Cc3cccc(F)c3)c2cc1C | -19 | 2.9 | -1.7 | 4 | -9 | 1 | -2 | -2 | 93 | -9
Cn1c(SCc2cccc(Br)c2)nnc1-c1ccccn1 | -14 | -0.7 | -1.4 | -2 | -5 | 1 | 2 | . | 110 | -4
Cc1cc(C)cc(NC(=O)C2C3C=CC(O3)C2C(=O)O)c1 (configuration not stated) | 14 | 2.8 | 0.6 | 3 | -2 | 0 | 2 | -1 | 107 | 3
O=C(NCCc1ccccc1)C1CCCN(c2ncnc3c2nc2n3CCCCC2)C1 (configuration not stated) | -7 | -0.4 | -1.4 | -5 | -3 | -2 | 0 | -4 | 104 | 4
CCOC(=O)c1sc2nc(C)nc(NCc3cccnc3)c2c1C | -15 | 3.9 | 13 | 5 | -2 | 15 | 1 | -2 | 104 | -5
Cc1cc(C)c(C(=O)N2CCCC(N3CCN(c4ccc(F)cc4)CC3)C2)o1 (configuration not stated) | 9 | -0.1 | -1.6 | -1 | 3 | 6 | -1 | -3 | . | -8
N#CCSc1nnc(-c2ccc(F)cc2)n1N | 8 | -2.3 | -0.4 | 0 | -1 | -2 | 0 | -5 | 102 | -7
COc1ccc(NCC(=O)N/N=C2\CCCC(C)C2)cc1 (configuration not stated) | -6 | -0.3 | 0.2 | -7 | 0 | 5 | -2 | -6 | 103 | -3
O=C(C#Cc1ccccc1)Nc1cccc(F)c1 | 4 | -3.4 | -0.3 | 1 | -1 | -2 | 0 | 2 | 102 | -3
COc1ccc(C(=O)NCC2OCCc3ccccc32)cc1OC (configuration not stated) | 20 | -1.7 | -3.4 | -2 | -1 | -2 | -2 | -6 | 100 | -4
CC(Sc1nnnn1C)C(=O)Nc1ccc(Oc2ccccc2)cc1 (configuration not stated) | 9 | -0.3 | -1.0 | 3 | -3 | -1 | -6 | -3 | 101 | -6
C/C(=N/NC(=O)c1ccc(C(C)(C)C)cc1)c1ccccn1 | 8 | 4.1 | -0.7 | -1 | -5 | 14 | 0 | . | 100 | -2
CCc1ccc(NC(=O)COc2cccc(-n3cnnn3)c2)cc1 | 26 | -1.8 | -2.4 | -2 | -3 | -2 | -3 | 5 | 99 | 4

3 consecutive entries out of the list so far:
SMILES | Arr AP2 block | C-LANA FP | CAL PDZ FP-1 | Keap1 Nrf2 FP | DAGLB inh | NSD2 HMT inh | V-ATPase pH | CAL PDZ FP-2 | DSG3 Ab inh | Cardiac RTF inh
N#CCSc1nnc(-c2ccc(F)cc2)n1N | 8 | -2.3 | -0.4 | 0 | -1 | -2 | 0 | -5 | 102 | -7
COc1ccc(NCC(=O)N/N=C2\CCCC(C)C2)cc1 (configuration not stated) | -6 | -0.3 | 0.2 | -7 | 0 | 5 | -2 | -6 | 103 | -3
O=C(C#Cc1ccccc1)Nc1cccc(F)c1 | 4 | -3.4 | -0.3 | 1 | -1 | -2 | 0 | 2 | 102 | -3

The list is partial; the hit share may differ from the screen's.
